# Screening results: PubChem, The Scripps Research Institute Molecular Screening Center
# FBW7 act: FBW7 E3 ligase activators, primary screen, biochemical, AlphaScreen, human. normalized activity (activation), % at 26.1 µM. actives 0.13% (n = 650,000). AlphaScreen FBW7–phospho-cyclin E peptide binding, activator screen. AID 1259310, 2017; in the data active = normalized activity above about 1.9%;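 also: purified mutant Fbw7 with reduced substrate affinity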
# Target sequence (Q969H0 whole entry, looked up): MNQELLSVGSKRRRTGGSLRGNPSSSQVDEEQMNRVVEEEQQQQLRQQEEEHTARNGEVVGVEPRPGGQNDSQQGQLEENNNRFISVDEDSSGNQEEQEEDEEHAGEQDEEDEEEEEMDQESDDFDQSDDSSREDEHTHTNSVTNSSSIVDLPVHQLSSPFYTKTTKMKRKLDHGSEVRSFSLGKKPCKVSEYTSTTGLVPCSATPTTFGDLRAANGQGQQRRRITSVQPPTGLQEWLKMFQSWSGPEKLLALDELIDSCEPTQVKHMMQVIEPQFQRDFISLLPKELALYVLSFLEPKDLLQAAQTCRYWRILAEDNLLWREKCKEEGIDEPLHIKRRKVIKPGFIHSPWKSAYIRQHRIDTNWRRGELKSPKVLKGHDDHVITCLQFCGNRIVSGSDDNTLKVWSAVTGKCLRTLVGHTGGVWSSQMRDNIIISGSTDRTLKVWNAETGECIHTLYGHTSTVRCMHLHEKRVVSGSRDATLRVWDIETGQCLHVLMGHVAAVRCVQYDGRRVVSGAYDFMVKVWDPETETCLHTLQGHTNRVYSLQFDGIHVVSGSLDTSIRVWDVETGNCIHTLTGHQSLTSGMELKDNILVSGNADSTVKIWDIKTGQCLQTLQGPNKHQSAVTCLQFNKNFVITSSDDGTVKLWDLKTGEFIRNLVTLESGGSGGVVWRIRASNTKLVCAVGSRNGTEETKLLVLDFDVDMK
# GPR151 ag: activators of human GPR151, primary screen, cell-based, PathHunter beta-arrestin, luminescence; G-protein coupled receptor 151 (Homo sapiens), Q8TDV0; PathHunter beta-arrestin GPR151 cells; activation, % at 11.2 µM; actives 1% (n = 650,000); AID 1508602, 2020; in the data active = activation above about 4.9%;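 also: 0% = median of compound wells and 100% = cells with positive control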
# MITF inh: MITF inhibitors, primary screen, biochemical, AlphaScreen, human; actives 0.91% (n = 650,000); Microphthalmia-associated transcription factor (Homo sapiens), O75030; inhibition, % at 2.6 µM; AID 1259374, 2018; AlphaScreen MITF homodimerization, bead proximity signal; in the data active = inhibition above about 50%;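 also: 0% = vehicle wells with protein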
# TEAD-YAP block: TEAD-YAP interaction inhibition, primary screen, TEAD-YAP interaction inhibitor project, luminescence, HEK-TIYL cells. actives 1.4% (n = 640,000). TEAD-Gal4/YAP UAS-luciferase luminescence. inhibition, % at 9.12 µM. AID 1259422, 2018; in the data active = inhibition above about 32%;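 also: 0% = median of test compound wells and 100% = reference inhibitor wells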
# * = called active by the depositor; x = not tested or not shown.
SMILES,FBW7 act,GPR151 ag,MITF inh,TEAD-YAP block
COc1cccc([C@@H]2Oc3ccc(Br)cc3C(=O)C2OC(=O)N[C@H](C)C2CCCCC2)c1 (stereo partly specified),0.1,2.0,-6.0,x
CC1(Cc2ccccc2C#N)C(=O)Nc2cc(F)ccc21 (stereo unspecified),-0.1,-0.6,2.9,-12.1
COc1cc(OC)cc(C(=O)NC2CCN(CC(=O)Nc3cccc4ccccc34)CC2)c1,0.0,2.5,-9.2,2.0
O=S(=O)(c1ccc(I)cc1)N1CCc2ccccc2C1,0.1,1.1,13.4,0.7
COCCn1c(Cc2cccn2C)nnc1SCC(N)=O,0.0,-0.9,12.9,9.0
CC(=O)C1CCCN(C(=O)CC2(c3ccccc3C)CC(=O)N(Cc3ccncc3)C2=O)C1 (stereo unspecified),0.2,0.0,1.0,-3.6
COc1ccc(C2C(C(C)=O)=C(O)C(=O)N2CCCN2CCOCC2)cc1OC (stereo unspecified),0.5,1.1,1.7,-0.1
O=C1NC(=O)/C(=C\c2cccn2-c2cccc(Br)c2)N1,-0.2,1.3,-16.9,15.3
CCCOc1cccc(C(=O)Nc2ccc(Cl)c(-c3nc4cc(Cl)ccc4o3)c2)c1,0.0,2.7,16.5,0.0
CC(=O)N1CCc2cc(S(=O)(=O)N3C(C)CCCC3C)ccc21 (stereo unspecified),0.0,0.3,-7.2,5.1
O=C(Nc1nnc(-c2ccccc2)s1)c1ccccc1I,-0.1,2.6,0.8,-14.3
O=C(CN1CCN(c2ccc(O)cc2)CC1)Nc1ccc(N2CCOCC2)cc1,-0.1,0.5,8.0,-8.0
CCCn1cc(NC(=O)c2cc3ccccc3o2)cn1,-0.1,-1.3,-8.6,-55.2
CCOc1ccc2c(c1)/C(=c1/sc3n(c1=O)CN(c1ccccc1)CN=3)C(=O)N2,0.1,-0.7,2.6,3.9
CSc1c(C)cccc1OCC(=O)Nc1ccc(NC(C)=O)cc1,-0.1,0.2,3.2,14.7
CCOc1ccc(NS(=O)(=O)c2ccc3c(c2)N(C(C)=O)CC3)cc1,-0.1,1.5,9.6,2.4
CC(C)NS(=O)(=O)c1ccc(OCC(=O)NCC2CCCO2)c(Cl)c1 (stereo unspecified),0.1,0.2,-1.7,3.6
Cc1nnnn1-c1nc(-c2cccs2)cc(C(F)(F)F)n1,0.0,2.8,-5.1,1.3
O=C(c1ccncc1)N1CCC(Oc2ccc(Br)cc2)CC1,0.9,-1.7,16.1,5.6
Cc1ccc(OCCCC(=O)Nc2ccc(S(=O)(=O)Nc3cc(C)on3)cc2)cc1,0.4,-0.2,-1.7,-4.8
N#Cc1c(NC(=O)CSc2ncccn2)sc2c1CCC2,0.0,1.0,7.0,-3.5
C/C(=N\NC(=O)CCC(=O)N/N=C(\C)c1ccc(Cl)cc1)c1ccc(Cl)cc1,-0.1,0.4,4.0,1.1
O=S(=O)(NCc1cccs1)c1ccc(Cc2ccc(S(=O)(=O)NCc3cccs3)cc2)cc1,0.1,1.0,7.1,33.6*
COC(=O)C1CCN(c2ncnc3scc(-c4ccccc4)c23)CC1,0.0,0.5,7.2,2.5
O=C(O)CCC(=O)N1N=C(c2ccco2)CC1c1cccs1 (stereo unspecified),-0.1,0.9,14.2,-5.4
O=C(NC(=S)Nc1ccc2c3c(cccc13)CC2)c1cccs1,-0.2,-1.6,-6.7,-9.3
Cn1c(=O)[nH]c(=O)c2c1nc(NC1CCCCC1)n2CC(O)COc1ccc([N+](=O)[O-])cc1 (stereo unspecified),-0.1,-1.5,-5.4,-17.4
Cc1ccccc1N(CC(=O)NC1CC1)S(=O)(=O)c1ccc(Cl)cc1,0.4,0.4,1.8,-0.9
O=C(CC(NCCCO)C(=O)O)Nc1cccc(Cl)c1 (stereo unspecified),0.1,1.8,6.7,-0.7
CC1CCc2c(sc(NC(=O)c3cc([N+](=O)[O-])ccc3Cl)c2C(=O)Nc2cccc3ccccc23)C1 (stereo unspecified),1.0,0.2,5.2,1.1
Cc1cccc(Oc2c(C(F)(F)F)oc3cc(OC(=O)c4ccco4)ccc3c2=O)c1,0.0,-0.2,1.1,-18.9
CC(=O)Nc1ccc(OCC(=O)Nc2cccc(Oc3ccccc3)c2)cc1,0.0,0.1,5.7,35.8*
O=C1CC(C(=O)Nc2ccccc2)n2c1n[nH]c2=S (stereo unspecified),0.0,-0.3,-9.5,-5.8
CN(C)CCCN(CCCN(C)C)Cc1ccc(F)cc1,0.3,1.1,63.7*,3.5
Cc1ccc(C(N)C(=O)N2CCC(Nc3ccc4[nH]ncc4c3)CC2)cc1 (stereo unspecified),-0.5,-0.9,15.5,6.3
Cc1[nH]c(=O)[nH]c(=O)c1S(=O)(=O)N1c2ccccc2CC1C (stereo unspecified),0.1,4.0,8.5,-2.2
CCOC(=O)C1(CCOc2ccccc2)CCN(Cc2cnn(C)c2)CC1,0.1,-0.1,6.7,0.3
CCN1C(C)=C(C)S/C1=c1\s/c(=C2/C(=O)N(C)C(=S)N2C)n(CC)c1=O,0.0,-0.5,-3.6,1.5
Cc1ccc(C(=O)C[n+]2ccc3ccccc3c2)cc1[N+](=O)[O-],0.2,0.3,14.2,2.1
COc1ccc(N2C(=O)C3ON(C4SC(=S)N(C)C4(C)C)C(c4ccc(Cl)cc4)C3C2=O)cc1 (stereo unspecified),0.5,-0.3,7.5,10.3
CCOC(=O)c1c(-c2ccccc2)oc2c1cc(OC(=O)c1ccc(-c3ccccc3)cc1)c1ccccc12,0.1,0.4,7.3,14.4
CCc1cc(C(=O)OC)c(N2C(=O)C=CC2=O)s1,-0.1,-0.1,-0.2,25.8
CCC1(C2CCN(CCCSC)CC2)NC(=O)N(CCc2scnc2C)C1=O (stereo unspecified),0.3,-1.7,11.8,5.0
O=C(NCCn1cc(SCc2ccccc2Cl)c2ccccc21)c1ccc(F)cc1,0.1,-0.3,-4.1,-2.0
CCCC(=O)Nc1cc(C)c(NC(=O)C2CC2)cn1,-0.1,-0.4,1.8,-0.1
Cc1ccc(S(=O)(=O)N2CCN(S(=O)(=O)c3ccc(C)cc3)CCN(S(=O)(=O)c3ccc(C)cc3)CC2)cc1,0.0,1.3,-11.4,0.6
Cc1ccc(C(=O)NCC(=O)NCC(=O)OCC(=O)c2ccc(Cl)cc2Cl)cc1,0.7,-0.2,16.1,-5.1
C=CCNC(=O)c1cn2ccsc2n1,-0.3,1.9,14.7,-11.3
COc1ccc(S(=O)(=O)NCCCNS(=O)(=O)c2ccc(OC)cc2)cc1,-0.1,0.3,4.3,5.9
CC(C)CCn1c(SCC(=O)O)nc2c1c(=O)[nH]c(=O)n2C,0.0,0.4,10.6,3.6
CCC(O)(C#CCN1CCCCC1)CC,-0.1,-0.6,-11.2,-0.8
C=CCN(CC=C)C(=O)CC1(c2ccc(OC)cc2)CC(=O)N(CCC(C)C)C1=O (stereo unspecified),0.9,1.8,20.0,-42.9
CCOC(=O)C1=C(O)/C(=C\c2cccc(Br)c2)N=C1C,-0.1,0.3,-1.2,-7.0
COc1cc(NC(C)C(=O)N2CCCCC2)cc(OC)c1 (stereo unspecified),-0.2,-0.1,-2.4,-2.5
COc1cc2c(cc1NC(=O)c1ccc(F)cc1)oc1ccccc12,0.2,-1.0,2.3,-14.5
O=C(Nc1nnc(CCSc2ccc3ccccc3c2)s1)c1ccco1,0.1,-0.3,9.3,0.1
COCCNC(=O)CCC(=O)n1ncc2ccccc21,-0.2,0.5,-3.9,-10.9
Cc1ccc(OCC(O)CN2CCN(Cc3ccccc3)CC2)c(C)c1 (stereo unspecified),0.1,0.5,18.1,8.4
Cc1ccc(S(=O)(=O)N2CCN(Cc3cccc(C)c3)CC2)cc1,-0.1,0.4,2.8,-6.5
CCOC(=O)C1CCCN(C(=O)c2ccccc2[N+](=O)[O-])C1 (stereo unspecified),0.4,-1.4,25.7,0.7

# Reprinted from the part before: 2 entries, then new ones.
SMILES,FBW7 act,GPR151 ag,MITF inh,TEAD-YAP block
Cc1ccc(S(=O)(=O)N2CCN(Cc3cccc(C)c3)CC2)cc1,-0.1,0.4,2.8,-6.5
CCOC(=O)C1CCCN(C(=O)c2ccccc2[N+](=O)[O-])C1 (stereo unspecified),0.4,-1.4,25.7,0.7
COc1ccc2c(c1)OC(C)CN(CCC(=O)NC1CCc3ccccc31)C2 (stereo unspecified),0.2,-0.3,-8.8,-8.0
COc1ccc(C)cc1NC(=O)CCS(=O)(=O)c1cc2c(cc1Cl)NC(=O)CO2,0.1,-0.6,-4.2,6.8
COc1ccc(CN2CCCCCC2)cc1OCCCNC(=O)c1ccncc1,0.1,-0.3,-2.2,8.6
CC(C)Nc1cc(N2CCC(=O)CC2)c2noc3c2c1C(=O)c1ccccc1-3,-0.4,-0.4,22.2,-16.3
CC(C)n1cnc2c(NCc3cccc(C(F)(F)F)c3)nc(Nc3ccccn3)nc21,0.0,-1.1,-5.3,2.8
Cc1ccc(OCC(=O)Nc2cccc(Cl)c2C)cc1C,-0.1,-2.2,-15.8,-1.8
CCc1ccc(-n2c(C)cn3c4c(=O)[nH]c(=O)n(C)c4nc23)cc1,0.0,-0.5,2.1,2.5
N#Cc1c(-n2ncnc2-c2ccc(Br)cc2)sc2c1CCCCC2,0.0,-0.5,1.6,4.0
CC(=O)Oc1ccccc1C(=O)Oc1ccccc1C(=O)O,0.1,-1.1,8.6,x
CC(=NCCN1CCN(C(=O)Nc2ccc(Cl)c(Cl)c2)CC1)c1c(-c2ccccc2)[nH]n(-c2nc3ccccc3s2)c1=O,-0.2,0.1,4.9,-5.5
CCOC(=O)C1=C(C)N=c2s/c(=C/c3cc4c(cc3Cl)OCO4)c(=O)n2C1c1ccc(C(C)C)cc1 (stereo unspecified),0.6,-0.3,-0.1,-7.0
CCN(CC)C(=O)c1sc2ncnc(N3CCN(c4ccc(OC)cc4)CC3)c2c1C,-0.1,0.5,-2.1,1.6
COc1ccc(Br)cc1/C=C(\NC(=O)c1cc(OC)c(OC)c(OC)c1)C(=O)N1CC2CC(C1)c1cccc(=O)n1C2 (stereo unspecified),0.0,0.0,12.2,-5.8
CCCNc1nc(NC2CCN(Cc3ccccc3)CC2)nc2c1ncn2-c1ccsc1,-0.4,1.2,3.2,23.5
Cc1cc2nc(-c3cccc(NC(=S)NC(=O)c4ccco4)c3)oc2cc1C,0.9,-1.4,9.6,47.5*
O=C(Nc1noc2ccccc12)c1ccc(-c2ccc([N+](=O)[O-])cc2)o1,0.3,-0.2,-9.2,0.5
COc1cccc(-c2cc(C(=O)N3CCOCC3)no2)c1,0.6,-4.2,-4.0,-30.6
Cn1c(=O)c2c(ncn2CC(=N)N2CCCCC2)n(C)c1=O,0.3,-0.1,10.3,-1.1
CCNC(=O)c1cc2c(=O)n3cc(C)ccc3nc2nc1NCC,0.6,-0.9,17.1,4.0
O=C(COC(=O)c1ccccc1C(=O)c1ccccc1)c1ccc([N+](=O)[O-])cc1,0.0,1.1,-14.3,-5.9
CCC(NC(=O)N(Cc1ccc2c(c1)OCO2)c1ccc(F)cc1)(C(F)(F)F)C(F)(F)F,-0.1,-1.8,-6.2,-14.3
CC1(C)CC(CC#N)(Cc2ccccc2)CCO1 (stereo unspecified),1.0,-0.3,11.7,2.5
COc1ccc(-n2c(C)cc(C=C3C(=O)NC(=O)NC3=O)c2C)cc1Cl,-1.1,-2.5,17.9,7.9
COc1ccc([N+](=O)[O-])cc1NC(=O)CCN1CCc2ccccc2C1,-0.2,-0.4,-0.2,-3.1
O=P1(O)c2ccccc2Nc2ccccc21,0.0,-0.4,1.1,-1.7
COc1ccc(NC(=O)c2ccc(N3C(=O)c4ccccc4C3=O)cc2)c([N+](=O)[O-])c1,0.0,1.3,14.6,-3.9
Cc1ccc(S(=O)(=O)N(CCCO)Cc2cc3c(C)cc(C)cc3[nH]c2=O)cc1,0.2,0.1,-1.4,0.4
CCOC(=O)Cc1csc(SCc2cc([N+](=O)[O-])cc3c2OCOC3)n1,-0.1,0.5,6.8,-3.2
CN1CCN(C(=O)c2ccc(I)cc2)CC1,0.4,-0.6,3.1,-5.5
CCOc1ccccc1Nc1nc(-c2ccccc2Cl)nc2ccccc12,0.0,-0.1,-15.4,7.0

# Shown with values under each structure: 6 of the compounds above
# The line under a structure holds: FBW7 act | GPR151 ag | MITF inh | TEAD-YAP block
- CCOc1ccccc1Nc1nc(-c2ccccc2Cl)nc2ccccc12
    0.0 | -0.1 | -15.4 | 7.0
- CCOC(=O)Cc1csc(SCc2cc([N+](=O)[O-])cc3c2OCOC3)n1
    -0.1 | 0.5 | 6.8 | -3.2
- COc1ccc(NC(=O)c2ccc(N3C(=O)c4ccccc4C3=O)cc2)c([N+](=O)[O-])c1
    0.0 | 1.3 | 14.6 | -3.9
- O=P1(O)c2ccccc2Nc2ccccc21
    0.0 | -0.4 | 1.1 | -1.7
- COc1ccc(-n2c(C)cc(C=C3C(=O)NC(=O)NC3=O)c2C)cc1Cl
    -1.1 | -2.5 | 17.9 | 7.9
- CC1(C)CC(CC#N)(Cc2ccccc2)CCO1 (stereo unspecified)
    1.0 | -0.3 | 11.7 | 2.5
